ASAP1 GAP inh: inhibitors of human ASAP1 ArfGAP activity, primary screen, biochemical, fluorescence polarization; inhibition, % at 16.5 µM; Arf-GAP with SH3 domain, ANK repeat and PH domain-containing protein 1 (Homo sapiens), …; ASAP1-stimulated ARF1 GTP hydrolysis, GDP FP detection; hit rate 0.19% among 360,000; AID 624377, 2012; in the data active means inhibition above about 25%;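 further: 0% = vehicle with enzyme and substrate and 100% = no enzyme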
Target sequence (Q9ULH1 325-724 limits assumed): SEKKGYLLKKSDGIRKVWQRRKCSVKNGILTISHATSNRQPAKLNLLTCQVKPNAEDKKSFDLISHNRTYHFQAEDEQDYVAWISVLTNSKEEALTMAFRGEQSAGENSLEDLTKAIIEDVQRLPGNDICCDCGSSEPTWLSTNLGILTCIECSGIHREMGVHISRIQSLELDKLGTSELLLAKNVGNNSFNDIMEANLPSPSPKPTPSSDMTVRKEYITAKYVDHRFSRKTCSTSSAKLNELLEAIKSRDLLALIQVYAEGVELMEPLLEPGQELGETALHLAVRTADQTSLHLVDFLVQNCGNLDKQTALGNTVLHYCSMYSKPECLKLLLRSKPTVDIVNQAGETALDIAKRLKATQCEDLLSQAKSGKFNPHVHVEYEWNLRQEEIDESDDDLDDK
KLK7 zymogen act: proKLK7 zymogen activators, primary screen, biochemical, fluorescence intensity. Kallikrein-7 (Homo sapiens), P49862. purified proKLK7, EDANS-DABCYL substrate fluorescence; 100% is mature enzyme control, 0% vehicle. activation, % at 7 µM. hit rate 0.9% among 370,000. AID 652039, 2013;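 active means activation above the mean of all tested compounds plus 3 SD, computed per campaign excluding outliers beyond control limits, cut at about 13% in these data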
ARFGAP1 inh: inhibitors of rat ARFGAP1 GAP activity, primary screen, biochemical, fluorescence polarization, GDP tracer. ADP-ribosylation factor GTPase-activating protein 1 (Rattus norvegicus), Q62848. Arfgap1-stimulated ARF1 GTP hydrolysis, GDP FP detection. inhibition, % at 16.5 µM. hit rate 0.26% among 360,000. AID 651572, 2012;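 active means inhibition above a per-plate limit, mean inhibition of low control wells plus 3 SD, cut at about 25% in these data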;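 further: 0% = DMSO wells with enzyme and 100% = wells lacking Arfgap1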
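Assay system: Rat Arfgap1 GAP domain (His6, aa 1-136), purified enzyme | Buffer or medium: HEPES 25 mM pH 7.5, NaCl 150 mM, MgCl2, DTT | Schedule: GTP hydrolysis reaction 2 h at 25 °C | Signal: FP of antibody-bound GDP Alexa 633 tracer, ex 620/em 688 nm | Measure: Percent inhibition of Arfgap1-stimulated GTP hydrolysis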
ADAM17 inh: ADAM17 inhibitors, primary screen, biochemical, QFRET | recombinant ADAM17, EDANS/DABCYL FRET peptide cleavage | inhibition, % at 6.95 µM | hit rate 0.83% among 370,000;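 active means inhibition above the mean of compounds lying between control limits plus 3 SD, set per campaign, cut at about 8.5% in these data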;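 further: 0% = DMSO-only wells as the low control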
TDP2 inh: human TDP2 enzyme inhibitors, primary screen, biochemical, epi absorbance, recombinant enzyme. inhibition, % at 12.8 µM. hit rate 0.34% among 370,000. T5PNP hydrolysis, p-nitrophenol absorbance 415 nm. AID 720702, 2013. Tyrosyl-DNA phosphodiesterase 2 (Homo sapiens), O95551;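 active means inhibition above the mean of all tested compounds plus 3 SD, set per campaign, cut at about 25% in these data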;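 further: 0% = DMSO with enzyme and 100% = buffer with substrate but no TDP2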
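Evaluation: % inhibition relative to enzyme-containing and enzyme-free wells. Material: recombinant human TDP2. Benchmarks: enzyme-free and DMSO wells. Timing: enzyme reaction with compound for 2 h at 37 °C. Compound dosing: 12.8 µM only. Measured by: p-Nitrophenol epi absorbance. Reagent: T5PNP substrate at 5 mM, a TopII-DNA adduct mimic. Replication: single well per compound.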
PLC-gamma1 inh: PLC-gamma1 enzyme inhibitors, primary screen, biochemical, fluorescence, purified enzyme; AID 720700, 2013; inhibition, % at 12.2 µM; hit rate 0.84% among 370,000; fluorogenic substrate; 1-phosphatidylinositol 4,5-bisphosphate phosphodiesterase gamma-1 (Homo sapiens), P19174; in the data active means inhibition above about 9.5%
DDE Tn6 FP inh: inhibitors of Tn6 peptide binding to fibrin DD(E), primary screen, biochemical, fluorescence polarization, human fibrin, Tn6 probe; Fibrinogen beta chain (Homo sapiens), P02675; Fibrin DD(E) TRITC-Tn6 fluorescence polarization displacement; inhibition, % at 8.3 µM; hit rate 0.21% among 370,000; AID 720509, 2013;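 active means inhibition above a per-campaign cutoff: mean of compounds within control limits plus 3 SD, cut at about 15% in these data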;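 further: 0% = median of all compound wells on the plate and 100% = blocking peptide control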
Tn7 DDE FP: inhibitors of Tn7 peptide binding to fibrin DD(E), primary screen, biochemical, fluorescence polarization, human fibrin, Tn7 probe | FP displacement of FITC-Tn7 peptide from fibrin DD(E); 0% = median of compound wells per plate | inhibition, % at 8.3 µM | hit rate 0.13% among 370,000 | AID 720508, 2013;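 active means inhibition above the mean of compounds falling within the control limits plus 3 SD of them, cut at about 14% in these data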;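 further: 0% = plate median of compound wells and 100% = 10 µM Aha-Tn7 peptide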
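Assay system: Human clot-derived fibrin DD(E) complex | Buffer or medium: Tris/NaCl/CaCl2 buffer, pH 7.8 | Repeats: One replicate per compound | Benchmarks: Aha-Tn7 high control | Measure: % inhibition scaled between sample-field median and high-control FP | Schedule: 10 min plus 3 h, room temperature | Signal: Fluorescence polarization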
ADAM10 inh: human ADAM10 inhibitors, primary screen, biochemical, QFRET, HTS; Disintegrin and metalloproteinase domain-containing protein 10 (Homo sapiens), O14672; recombinant ADAM10, EDANS/DABCYL FRET peptide cleavage, 3 h; inhibition, % at 7 µM; hit rate 0.62% among 370,000;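 active means inhibition above a per-campaign cutoff equal to the mean of compounds falling between control-based bounds plus 3 SD, cut at about 20% in these data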;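 further: 0% = DMSO wells while the 100% control is not disclosed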
Target sequence (O14672 214-748 limits assumed): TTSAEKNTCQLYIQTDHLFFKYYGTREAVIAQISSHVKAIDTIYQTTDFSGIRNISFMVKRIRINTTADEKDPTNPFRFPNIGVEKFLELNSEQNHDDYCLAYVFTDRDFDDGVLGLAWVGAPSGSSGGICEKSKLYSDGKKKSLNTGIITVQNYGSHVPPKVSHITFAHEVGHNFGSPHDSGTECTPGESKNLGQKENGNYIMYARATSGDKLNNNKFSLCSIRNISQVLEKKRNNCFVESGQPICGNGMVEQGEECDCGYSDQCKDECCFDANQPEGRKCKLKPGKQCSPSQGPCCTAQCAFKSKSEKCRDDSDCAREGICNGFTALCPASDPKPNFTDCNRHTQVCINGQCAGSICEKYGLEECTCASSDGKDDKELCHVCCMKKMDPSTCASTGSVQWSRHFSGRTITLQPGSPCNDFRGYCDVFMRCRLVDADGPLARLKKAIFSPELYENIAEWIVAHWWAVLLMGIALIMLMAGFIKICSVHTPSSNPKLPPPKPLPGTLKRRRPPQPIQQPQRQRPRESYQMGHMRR
LEDGF integ inh: blockers of LEDGF/p75-dependent integrase strand transfer – biochemical, TR-FRET, high throughput, primary screen. TR-FRET IN-LEDGF/p75 DNA integration, Eu/Cy5. inhibition, % at 3.7 µM. hit rate 0.64% among 370,000. AID 743269, 2014;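 active means inhibition above the screen-wide mean plus 3 SD, cut at about 13% in these data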;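 further: signal is the Cy5 over europium emission ratio at 671 and 618 nm; 0% = plate median of compound wells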
* marks the source's active call; other numbers are inactive results; . = no result given.

compound	ARFGAP1 inh	KLK7 zymogen act	ADAM10 inh	PLC-gamma1 inh	DDE Tn6 FP inh	TDP2 inh	Tn7 DDE FP	ADAM17 inh	ASAP1 GAP inh	LEDGF integ inh
O=C(Nc1cccc(-c2nc3ccccc3[nH]2)c1)c1cccc(NC(=O)c2ccco2)c1	77*	34*	-235	-34	86*	-1	9	-102	44*	-3
Oc1ccc(-c2nncn2-c2ccccc2)cc1	7	-0.4	-3	0	-7	0	0	2	-3	-2
CCc1nc(SCc2ccc(Br)cc2)n[nH]1	10	0.1	-1	-3	10	-9	1	-1	-4	0
CCOC(=O)C1CCN(c2ncnc3c2oc2ccc(Br)cc23)CC1	-7	-1.2	-3	-14	-7	3	-4	-5	-3	-3
CCCNC(=O)c1ccccc1NC(=O)c1ccc2c(c1)NC(=O)C(C)S2 (configuration not stated)	5	0.2	-3	-7	5	0	-1	1	1	0
CCCN1CCN(C(=O)Cn2c(=O)oc3cc(S(=O)(=O)NCc4ccccc4)ccc32)CC1	9	-0.8	-16	-3	-3	-4	7	-8	3	-5
CC1(C)Cc2ccccc2C(/C(=N/O)C(N)=O)=N1	-7	0.2	10	11*	6	-6	-7	2	-4	7
O=C(NCCC1CCCCN1S(=O)(=O)c1ccc(F)cc1)C(=O)NC1CCCC1 (configuration not stated)	12	0.1	-15	8	3	-9	-7	3	-3	-2
Cc1cc(C(=O)COC(=O)Cc2n[nH]c(=O)c3ccccc23)c(C)n1-c1ccc2c(c1)OCO2	1	-0.3	11	4	-2	-5	3	2	7	0
Cc1sc(NC(=O)CN(Cc2ccccc2)C(=O)C2CC2)c(C(N)=O)c1C	3	-0.2	0	5	-5	4	-5	0	9	5
OCCC1CN(Cc2cccn2-c2ccccn2)CCN1C1CCCCC1 (configuration not stated)	6	-0.6	-11	1	-8	-13	-6	-10	-2	1
N/C(Cn1cncn1)=N\NC(=O)C(=O)Nc1ccccc1	8	-0.3	3	1	4	7	1	-3	-6	-2
O=C(O)CCSSCCC(=O)O	3	0.2	-2	1	-6	4	-9	0	0	0
Cn1ncc(Br)c1C(=O)N1CCCCCC1	-2	0.1	4	3	6	3	-5	1	5	-1
Cc1onc(-c2ccccc2)c1C(=O)OCC(=O)N1CCCCC1	1	-0.9	-4	0	3	1	-14	-2	-12	-4

(listing goes on)
compound	ARFGAP1 inh	KLK7 zymogen act	ADAM10 inh	PLC-gamma1 inh	DDE Tn6 FP inh	TDP2 inh	Tn7 DDE FP	ADAM17 inh	ASAP1 GAP inh	LEDGF integ inh
CN(C)/C=N/C(=S)Nc1ccc(Br)cc1F	3	0.2	5	0	7	9	4	-6	-4	0
O=C(Cn1cc(COc2ccccc2[N+](=O)[O-])nn1)c1ccc(O)cc1	10	-0.5	-16	-2	3	3	8	-1	5	-1
O=C(O)c1cncc(SCc2ccccc2)n1	6	0.2	-8	-6	4	17	-1	-2	3	-1
O=C(O)c1ccc(CSc2nnc(Cc3ccccc3)o2)cc1	1	-0.8	0	-2	-2	3	-2	-4	-5	0
Cc1c(N=Cc2ccc(O)c(Br)c2)cccc1[N+](=O)[O-]	2	0.4	7	2	3	10	-2	2	-6	-1
CCOC(=O)C1(Cc2cccc(OC)c2)CCN(Cc2cnc(N)nc2)CC1	-1	-0.6	-2	-2	-2	9	1	-3	-2	3
COc1cccc(C(=O)N(Cc2cc3cc(C)ccc3[nH]c2=O)CC2CCCO2)c1 (configuration not stated)	-6	-0.6	-63	-6	1	8	-1	-15	-8	0
Oc1ccccc1C=NN1CCN(Cc2ccccc2)CC1	.	0.1	0	-2	-9	-3	5	1	.	4
COc1ccccc1OCCc1nnc(N)s1	4	0.0	4	3	-1	-8	4	2	-2	-2
Clc1ccc(Cc2noc(CN3CCN(c4ccccc4)CC3)n2)c(Cl)c1	14	-0.4	9	0	-2	2	-3	2	-9	-2
CCCc1cc(C(=O)NCc2cccs2)no1	1	0.0	-8	1	-2	-2	2	-7	-8	6
COc1cccc(/C=C2/SC(=S)N(CC(=O)NNC(=O)c3ccccc3OC)C2=O)c1	-2	0.1	5	-5	3	-13	6	-3	-8	-4
CCOc1cc(NC(=O)C(C)C)c(OCC)cc1NC(=O)Nc1ccccc1	-4	0.2	-7	-1	4	1	-2	-3	9	-1
COC(CNC(=O)c1ccc(CS(=O)(=O)c2ccc(C)cc2)o1)OC	3	-0.5	-5	-3	-1	-6	-4	-3	9	-7
O=C(Nc1nc(-c2ccccc2)cs1)C1CCCN(S(=O)(=O)c2ccccc2)C1 (configuration not stated)	13	0.1	17	0	-4	9	1	9.4*	-11	1

Next records:
compound	ARFGAP1 inh	KLK7 zymogen act	ADAM10 inh	PLC-gamma1 inh	DDE Tn6 FP inh	TDP2 inh	Tn7 DDE FP	ADAM17 inh	ASAP1 GAP inh	LEDGF integ inh
O=Cc1ccc(C(=O)OCC(=O)NCc2ccco2)cc1	4	-0.7	-11	-2	1	-14	4	1	-20	0
CSC1=N/C(=C\c2c(F)cccc2Cl)C(=O)S1	-4	-1.0	6	-9	3	-8	4	-1	1	-1
CC(=O)Nc1cccc(NC(=O)C2CCCN2C(=O)Nc2cccc(F)c2)c1 (configuration not stated)	-2	-0.4	-1	-2	3	-6	3	-1	-1	-3
COc1ccc(S(=O)(=O)N2CCOC2CNC(=O)C(=O)NCCN2CCOCC2)cc1OC (configuration not stated)	8	0.1	2	0	0	-1	-5	-2	-9	1
O=C(NCc1ccco1)c1cc2n(n1)C(C(F)(F)F)CC(c1ccc(F)cc1)N2 (configuration not stated)	1	-0.1	-6	-2	4	-7	-7	-4	12	0
COC(=O)c1cc([N+](=O)[O-])c(-n2cncn2)c([N+](=O)[O-])c1	4	-0.2	-2	2	3	-4	-5	0	2	1
CCc1ccc(OCCNC(=O)c2ccco2)cc1	-7	0.9	-4	0	-8	6	-4	-5	10	0
Cc1ccc(NC(=O)Cn2cc(C(F)(F)F)cc(Cl)c2=O)cc1Cl	-4	0.3	-4	-1	0	1	4	-1	6	0
O=C(NCC(=O)N(c1ccccc1)C(C(=O)NC1CCCCC1)c1cccnc1)c1cccs1 (configuration not stated)	6	-0.4	-2	0	0	-4	8	-6	-1	-6
CCN1C(=O)c2ccccc2S(=O)c2ccc(C(=O)N3CCN(C(=O)c4ccco4)CC3)cc21 (configuration not stated)	12	0.2	-10	0	2	-1	-11	1	1	-4
CC(C)(C)n1nnnc1C(c1cccs1)N(Cc1cccnc1)Cc1ccco1 (configuration not stated)	-6	0.5	4	3	-6	-20	-3	0	3	1
CC(C)c1ccc(N(CC(=O)NCc2ccc(F)cc2)C(=O)c2csnn2)cc1	-11	0.3	-2	1	-1	9	-4	0	12	-3
O=[N+]([O-])c1ccc(C(=S)N2CCN(Cc3ccccc3)CC2)cc1	1	-0.1	3	10*	6	13	9	0	-5	0
Cc1ccc(N(CC(=O)N2CCCC2)S(C)(=O)=O)c(C)c1	-15	0.1	7	3	1	-6	3	0	0	6
CCOC(=O)NC(=O)COC(=O)CNC(=O)c1ccc(OCC)c(OCC)c1	10	-0.6	8	0	6	14	4	0	7	1
COc1ccccc1CNC(=O)C1CCC(CNc2c(N3CCC(C)CC3)c(=O)c2=O)CC1 (configuration not stated)	6	-0.1	-11	-1	-6	-16	-1	-4	-4	-1
O=C(CN1C(=O)C(=O)N(Cc2ccco2)C1=O)Nc1ccccc1	5	-0.5	-6	-2	3	-8	-6	-4	-13	0
Cc1ccc(S(=O)(=O)N2CC[C@H]3[C@@H](C2)C(=O)C[C@@H](c2ccccc2)N3S(=O)(=O)c2ccc(C)cc2)cc1	6	0.0	-9	-1	1	0	2	-1	17	-3

Two entries from above, set out differently:
The line under a structure holds: ARFGAP1 inh, KLK7 zymogen act, ADAM10 inh, PLC-gamma1 inh, DDE Tn6 FP inh, TDP2 inh, Tn7 DDE FP, ADAM17 inh, ASAP1 GAP inh, LEDGF integ inh
- O=Cc1ccc(C(=O)OCC(=O)NCc2ccco2)cc1
    4, -0.7, -11, -2, 1, -14, 4, 1, -20, 0
- CSC1=N/C(=C\c2c(F)cccc2Cl)C(=O)S1
    -4, -1.0, 6, -9, 3, -8, 4, -1, 1, -1

Assay outcomes from PubChem BioAssay.
